# Screening results: PubChem, National Center for Advancing Translational Sciences (NCATS)
# Luc counter: counter-screen: inhibitors of Kinase-Glo firefly luciferase; Q27757; Kinase-Glo luciferase, ATP luminescence, 8 min; Potency, µM (doses to about 38.3 µM), for inactives: at the highest dose activity change, negative = inhibition, most hits filed as inhibitors; actives 0.28% (n = 200,000); AID 1379; further: potency means the concentration at half of the fitted maximal effect; on the % scale 0 is the no-effect control and ±100 the full control effect; nearly all actives have a fitted effect of over 60% in size
#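 Substrate mix (final 50 mM imidazole pH 7.2, 50 mM KCl, 7 mM MgCl2, 10 uM ATP, 0.01% Tween 20, 0.05% BSA) plus pin-tool compound, then Kinase-Glo detection mix; 8 min ambient, luminescence read.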
# IMPase Li cell: IMPase inhibition in cells with lithium potentiation; Potency, µM (series often up to 59.4 µM), inactives show at the highest dose activity, negative = IMPase inhibition, most hits filed as inhibitors; actives 0.35% (n = 210,000); CHO-M1 cells, IP1 TR-FRET (IP-One), carbachol + lithium;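 further: IP1 builds up when IMPase is blocked and the TR-FRET signal falls; potency means the concentration at half of the fitted maximal effect; plate controls were basal vehicle for no effect and high inhibitor control for full effect; nearly all actives have a fitted effect of over 50% in size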
#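 CHO-M1, 2000 cells/well, 16–30 h culture; cpd + low Li+, 30 min 37C; lysis with d2-IP1/Eu-anti-IP1 Ab, 10 min RT; TR-FRET 665/620 ratio and 620 channel; AC50 via Hill.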
# HttQ103 aggreg: mutant huntingtin aggregation inhibition | PC12 HttQ103-GFP aggregates, Acumen cytometry, 40 h | Potency, µM (top dose mostly 46.1 µM), for the others: at the top dose activity change, negative = inhibition, hits mostly inhibitors | actives 1.1% (n = 220,000); further: potency means the concentration at half of the fitted maximal effect; on the % scale 0 is the no-effect control and ±100 the full control effect; nearly all actives have a fitted effect of over 60% in size
#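 Quantitative HTS on tebufenozide-induced (100 nM) PC12 cells stably expressing polyQ103 Huntingtin exon 1–GFP. Reduction of bright GFP aggregates, detected by laser scanning cytometry after lysis, identified actives across the titration.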
# HTT ATP protect: Huntington cell model cytoprotection by ATP luminescence | PC12 HTT-Q103 induced, cytoprotection, ATP luminescence, 40 h | Potency, µM (top dose mostly 56.4 µM), inactives show cytoprotection (ATP increase), usual class: activators | actives 0.14% (n = 230,000) | AID 1471;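 further: potency means the concentration at half of the fitted maximal effect; % of control where 0% means no effect; nearly all actives have a fitted effect of over 45% in size; toxic huntingtin expression switched on by the ecdysone agonist tebufenozide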
#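 Rat PC12, Q103 Htt exon1-GFP fusion, ecdysone promoter; tebufenozide inducer 100 nM final; compound titration; qHTS, 1500 cells/well; ATPlite luminescent read.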
# Lamin A splicing: changes lamin A minigene splicing in HeLa cells; Potency, µM (series often up to 46.1 µM), inactives show top-dose ratio change, negative = inhibition, hits mostly inhibitors; actives 0.01% (n = 200,000); HeLa LMNA splicing GFP/RFP minigene ratio, 48 h; active means well fitted inhibition curve with a large enough effect in the signal ratio, with a control signal flat, not every such curve was filed as active; inconclusive means small, poorly fitted or top-dose-only effect, or effect the other way, or a change in a side signal; the % refers to the signal ratio; further: potency means the concentration at half of the fitted maximal effect; on the % scale 0 is the no-effect control and ±100 the full control effect
#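 S3 HeLa cells stably expressing lamin A-EGFP splicing minigene plus DsRed2, 600 cells/well, 48 h compound exposure at 37C. Laser-scanning cytometry; analysed as GFP (500-530 nm)/RFP (575-640 nm) total intensity ratio; 0.5% DMSO vehicle.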
# SMN2 splice up: SMN2 splice variant enhancement. HEK293 SMN2-luciferase splicing reporter, luminescence, 30-36 h. AID 1458. Potency, µM (titrated, usually from 46.1 µM), without a hit: top-dose activity change, positive = activation, actives largely listed as activators. actives 2.8% (n = 210,000); further: potency means the concentration at half of the fitted maximal effect; % of control where 0% means no effect; nearly all actives have a fitted effect of over 55% in size
#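 HEK293 cells carry an SMN2 minigene-luciferase reporter in which exon 7 inclusion puts luciferase in frame. Cells were seeded at 2000 cells/well, attached for 10-12 hours, then exposed to compounds for 30-36 hours at 37C before ONE-Glo luminescence.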
# CBFb-RUNX1 inh: CBF-beta/RUNX1 interaction disruption; Q01196+Q13951; AlphaScreen CBFb-His/RUNX1-biotin binding, biochemical; Potency, µM (highest dose often 59.8 µM), without a hit: at the top dose activity, negative = inhibition, actives largely listed as inhibitors; 230,000 tested, under 10 active; AID 1477; further: % of control where 0% means no effect
# Target sequence (Q01196 whole entry, looked up): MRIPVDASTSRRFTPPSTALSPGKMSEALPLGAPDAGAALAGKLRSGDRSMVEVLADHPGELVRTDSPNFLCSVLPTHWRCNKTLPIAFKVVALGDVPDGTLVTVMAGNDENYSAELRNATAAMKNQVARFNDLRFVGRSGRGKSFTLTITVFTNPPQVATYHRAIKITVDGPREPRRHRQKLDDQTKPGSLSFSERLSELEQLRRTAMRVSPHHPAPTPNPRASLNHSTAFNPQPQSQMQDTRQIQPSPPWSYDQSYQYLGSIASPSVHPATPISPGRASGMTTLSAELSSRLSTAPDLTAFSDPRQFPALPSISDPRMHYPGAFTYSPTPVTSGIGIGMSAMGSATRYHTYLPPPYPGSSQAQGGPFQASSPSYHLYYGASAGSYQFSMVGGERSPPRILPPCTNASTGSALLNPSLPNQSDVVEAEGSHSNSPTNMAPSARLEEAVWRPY
# Target sequence (Q13951 whole entry, looked up): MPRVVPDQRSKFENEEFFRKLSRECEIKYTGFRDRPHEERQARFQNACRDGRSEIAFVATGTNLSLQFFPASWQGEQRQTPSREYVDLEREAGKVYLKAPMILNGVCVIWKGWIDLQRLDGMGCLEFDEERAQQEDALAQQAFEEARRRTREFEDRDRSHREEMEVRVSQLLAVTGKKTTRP
#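 AlphaScreen proximity signal reports loss of binding between His-tagged CBF-beta and biotin-labelled RUNX1, each at 30 nM. Proteins are pre-associated for 20 minutes, compounds added for 15 minutes, then beads for 90 minutes, all at ambient temperature.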
# Active calls of the source: *; ? = inconclusive; . = not tested or not shown; [ ] = another dose, or the depositor's remark. Unless noted, the call rests on the fitted dose curve; in most records, active means well fitted curve in the direction sought with a large enough effect; inconclusive means small, poorly fitted or top-dose-only effect, or another doubt; inactive means no such curve, though single readings can be large; an effect the other way counts as inactive or inconclusive. This is a random part of the collection (roughly 4% active in at least one column).
SMILES,Luc counter,IMPase Li cell,HttQ103 aggreg,HTT ATP protect,Lamin A splicing,SMN2 splice up,CBFb-RUNX1 inh
Cc1[nH]c2ccc(F)cc2c1CCN(Cc1ccco1)C(=S)NC(C)(C)C,-2%,5%,15%,-23%,11%[9.22 µM],-7%,3%
O=c1[nH]c(Cc2ccc(Cl)cc2)nc2ccccc12,0%,1%,8%,-36%[inhibitor],-15%[46 µM],22%,0%
CCOC(=O)N1CCC(NC(=O)CCc2nc(-c3ccccc3F)no2)CC1,-3%,4%[38.3 µM],11%,2%,5%,-24%,0%
O=C(NC(=S)Nc1ccccc1N1CCCC1)c1ccco1,.,.,3%[9.22 µM],18%[10 µM],.,.,-27%
CCOC(=O)/C(=C/Nc1ccc(F)cc1)[N+](=O)[O-],.,.,8%[9.22 µM],11%[10 µM],.,.,8%
COc1ccccc1N1CCN(C(=O)c2c(-c3ccccc3)noc2C)CC1,3%,.,-2%,-27%,?,.,0%
Cc1ccc(NC(=S)N2CCc3[nH]c4ccccc4c3C2)cc1,.,.,2%[9.22 µM],-12%[10 µM],.,.,-13%
CCOC(=O)C1=C(O)C(=O)NC(c2ccccc2)=C(OC2CCCCC2)C1,0%,-1%,?,.,-9%,-28%,6%
CC(C)CN1C(=O)c2ccc(C(=O)Nc3ccccn3)cc2C1=O,-3%,-9%[38.3 µM],-1%,14%,-4%,-5%,5%
O=C(COc1ccc(S(=O)(=O)N2CCCCC2)cc1)NC1CCCCC1,2%,17%[38.3 µM],20%,11%,6%,-16%,8%

# Grouped by structure, the entries above with nitrogen in an aromatic ring
SMILES,Luc counter,IMPase Li cell,HttQ103 aggreg,HTT ATP protect,Lamin A splicing,SMN2 splice up,CBFb-RUNX1 inh
Cc1[nH]c2ccc(F)cc2c1CCN(Cc1ccco1)C(=S)NC(C)(C)C,-2%,5%,15%,-23%,11%[9.22 µM],-7%,3%
O=c1[nH]c(Cc2ccc(Cl)cc2)nc2ccccc12,0%,1%,8%,-36%[inhibitor],-15%[46 µM],22%,0%
CCOC(=O)N1CCC(NC(=O)CCc2nc(-c3ccccc3F)no2)CC1,-3%,4%[38.3 µM],11%,2%,5%,-24%,0%
COc1ccccc1N1CCN(C(=O)c2c(-c3ccccc3)noc2C)CC1,3%,.,-2%,-27%,?,.,0%
Cc1ccc(NC(=S)N2CCc3[nH]c4ccccc4c3C2)cc1,.,.,2%[9.22 µM],-12%[10 µM],.,.,-13%
CC(C)CN1C(=O)c2ccc(C(=O)Nc3ccccn3)cc2C1=O,-3%,-9%[38.3 µM],-1%,14%,-4%,-5%,5%

# Returning to the listing with the two entries that preceded the break.
SMILES,Luc counter,IMPase Li cell,HttQ103 aggreg,HTT ATP protect,Lamin A splicing,SMN2 splice up,CBFb-RUNX1 inh
CC(C)CN1C(=O)c2ccc(C(=O)Nc3ccccn3)cc2C1=O,-3%,-9%[38.3 µM],-1%,14%,-4%,-5%,5%
O=C(COc1ccc(S(=O)(=O)N2CCCCC2)cc1)NC1CCCCC1,2%,17%[38.3 µM],20%,11%,6%,-16%,8%
CC(C)OC(=O)c1cc2c(=O)[nH]c(C(Cl)(Cl)Cl)nc2o1,1%,0%,-1%,4%,1%[9.22 µM],-16%,2%
Nn1cnc2c(c1=O)C1(CCCCC1)Cc1ccccc1-2,-1%,-4%,0%,.,?,1%,3%
CCc1ccc(NC(=O)COn2nnc3ccc(S(=O)(=O)N(C)C)cc32)cc1,-1%,17%[38.3 µM],4%,1%,?,-12%,16%
O=S(=O)(Nc1nc2ccc(S(=O)(=O)N3CCCC3)cc2s1)c1ccc(F)cc1,2%,-2%[38.3 µM],-18%[9.22 µM],-24%,-1%,2%,-5%
COc1ccc(C(=O)C2CCCN(C(=O)c3ccoc3C)C2)cc1F (stereo not given),.,.,-9%[9.22 µM],-3%[10 µM],.,.,-4%
Cc1ncsc1CCOC(=O)c1ccccc1,-7%,8%,4%,0%,1%[46 µM],4%,7%
O=S(=O)(/C=C/c1ccccc1)N1CCN(c2nc(-c3ccccc3)nc3ccccc23)CC1,1%,5%,5%,-22%,?,-16%,1%
Cn1c(=O)cc(SCC(=O)NCc2ccc(F)cc2)c2ccccc21,1%,-1%,5%,-31%[inhibitor],-12%[46 µM],-8%,-1%
Cc1noc(C)c1COC(=O)CCN1c2ccccc2Sc2ccccc21,-2%,12%[38.3 µM],-4%,-4%,19%,2%,12%
CCCOc1ccc(C2C(=O)N(C3CCCCCC3)CC(=O)N2Cc2ccco2)cc1OC (stereo not given),-6%,45%[activator][38.3 µM],-3%,-11%,-5%,-9%,-5%
O=C(/C=C/c1ccco1)NCC1COc2ccccc2O1 (stereo not given),.,.,-15%[9.22 µM],27%[10 µM],.,.,8%
CN[C@@H]1NC(=O)c2ccccc2N1Cc1ccc(F)cc1,-4%[7.66 µM],-2%,.,17%[10 µM],.,-6%[9.22 µM],.
O=C(Nc1nccs1)c1cc(-c2ccco2)nc2ccccc12,-3%,2%,-1%,1%[10 µM],?,5%,?
Cc1ccc(NC(=O)CCNS(=O)(=O)c2cc(Br)cnc2N)c(Cl)c1,6%,3%,23%,.,2%,-29%,5%
O=C(NC1CCCC1)c1ccc(CS(=O)(=O)c2cccc(C(F)(F)F)c2)o1,0%,-1%[38.3 µM],-5%,-11%[0.074 µM],6%,-10%,3%
CCOC(=O)/C=C1\SCC(=O)N1CC(=O)NC(C)c1ccc(F)cc1 (stereo not given),0%,4%,4%,10%[10 µM],-5%,-12%,-14%
CCOC(=O)c1c(/N=C/C2=C(O)CCCC2=O)sc(C)c1C,3%,-12%,5%,.,-1%,8%,-10%
CCOC(=O)c1ccc(Nc2cnc3ccccc3n2)cc1,-1%,9%,13%,-11%[10 µM],.,13µM*,-3%
COc1ccc([N+](=O)[O-])cc1N(CC(O)CN(C)C)S(=O)(=O)c1ccccc1 (stereo not given),-1%,13%,12%,5%[10 µM],-1%,11%,14%
COc1cc(=O)n(C)c2cc(N(C)C)ccc12,0%,-1%[38.3 µM],-7%,-2%,15%,?,-2%

# Quoted at random: 5 entries already listed
SMILES,Luc counter,IMPase Li cell,HttQ103 aggreg,HTT ATP protect,Lamin A splicing,SMN2 splice up,CBFb-RUNX1 inh
CCOC(=O)c1c(/N=C/C2=C(O)CCCC2=O)sc(C)c1C,3%,-12%,5%,.,-1%,8%,-10%
O=C(Nc1nccs1)c1cc(-c2ccco2)nc2ccccc12,-3%,2%,-1%,1%[10 µM],?,5%,?
COc1ccc([N+](=O)[O-])cc1N(CC(O)CN(C)C)S(=O)(=O)c1ccccc1 (stereo not given),-1%,13%,12%,5%[10 µM],-1%,11%,14%
CCOC(=O)c1ccc(Nc2cnc3ccccc3n2)cc1,-1%,9%,13%,-11%[10 µM],.,13µM*,-3%
CCOC(=O)/C=C1\SCC(=O)N1CC(=O)NC(C)c1ccc(F)cc1 (stereo not given),0%,4%,4%,10%[10 µM],-5%,-12%,-14%

# (more compounds)
SMILES,Luc counter,IMPase Li cell,HttQ103 aggreg,HTT ATP protect,Lamin A splicing,SMN2 splice up,CBFb-RUNX1 inh
COc1ccccc1N1CCc2c(C)nc3c(OC)cccc3c21,4%,-5%,-26%,11%[10 µM],-20%,-19%,8%
COc1cccc(C(=O)NN2C(=O)C3C4C=CC(O4)C3C2=O)c1 (stereo not given),2%,15%[38.3 µM],-7%,-15%,18%,-2%,1%
O=S1(=O)N=C(Nc2nncs2)c2ccccc21,-1%,27%[38.3 µM],5%,-18%,0%,-11%,6%
Cc1cccc(C)c1NC(=S)N(Cc1cccnc1)Cc1ccccc1Cl,-2%,3%,?,.,18%[9.22 µM],-10%,-7%
Cc1ccc(NS(=O)(=O)c2ccc3[nH]c(=O)c(=O)[nH]c3c2)cc1Cl,4%,-5%,-3%,-13%,-3%[46 µM],11%,-6%
O=C(Nc1ccc2c(c1)OCO2)C1CCN(S(=O)(=O)c2cccs2)CC1,-4%,5%[38.3 µM],1%,-5%,11%[0.0737 µM],-1%,-12%
CCC(=O)Nc1cc(C(=O)O)ccc1Sc1ccc(Cl)cc1,4%,-9%,5%,-37%[inhibitor],.,12%,-4%
Cn1cc(/C=C/c2nc3ccccc3c(=O)n2-c2cccc([N+](=O)[O-])c2)c2ccccc21,0%,7%,11%,-30%[10 µM],-23%,-16%,-2%
COc1ccccc1C(=O)NCC(=O)OCC(=O)Nc1cccc(S(=O)(=O)N(C)C)c1,2%,1%,20%,6%,.,2%,5%
COc1ccc(Nc2cc(C(=O)NCc3ccco3)c3ccccc3n2)c(OC)c1,1%,8%,-1%,-4%[10 µM],?,4%,-9%
Cc1ccc(OCCn2cc(/C=C(\C#N)C(=O)NCC3CCCO3)c3ccccc32)cc1C (stereo not given),4%,2%,-5%,4%[10 µM],-19%,-34%[inhibitor],11%
CCCCNC(=O)/C(=C\c1ccc([N+](=O)[O-])o1)NC(=O)c1ccccc1,4%,11%,?,-21%,.,-38%[inhibitor],-20%
CC1(C)Cc2noc(N)c2C(C)(C)N1OC(=O)c1cccs1,2%,1%[38.3 µM],8%,0%[10 µM],-7%,3%,8%
O=C(O)COc1ccccc1/C=N/NC(=O)CSc1nc2ccccc2n1Cc1ccccc1Cl,.,.,5%[9.22 µM],25%[10 µM],.,.,-6%
O=C(Nc1nnc(-c2cccnc2)s1)c1cccs1,.,.,-37%[9.22 µM],-14%[10 µM],.,.,30%
Cn1nnnc1SCc1ccc(C(=O)Nc2nccs2)cc1,-2%,33%[38.3 µM],20%,-16%,10%,11µM*,2%
CCN(CC)c1ccc(C(=O)N/N=C/c2ccccc2OC(F)F)cc1,-2%,11%,10µM*,17%[10 µM],?,-92%[inhibitor],-18%
CCOC(=O)N1CCC(NC(=O)C(NS(=O)(=O)c2cccc3nsnc23)c2ccccc2)CC1 (stereo not given),.,8%,-1%,-22%,.,.,-5%
